Lipid storage S3 – qHTS Assay for Lipid Storage Modulators in Drosophila S3 Cells | Drosophila S3 cells, BODIPY lipid droplet fluorescence, 18-24 h; cells fed with added oleic acid | Potency in µM for hits, for the others lipid storage change, negative = inhibition, % at the top dose, mostly 46.1 µM | actives 0.64% (n = 320,000) | AID 2685, 2010; active means well fitted inhibition curve with a large enough effect in the signal ratio, with a control signal flat, not every such curve was filed as active; inconclusive means small, poorly fitted or top-dose-only effect, or effect the other way, or a change in a side signal; the % refers to the signal ratio
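Drosophila S3 cells got compounds at several concentrations plus oleic acid (400 uM solution). Laser-scanning cytometry with 488 nm excitation read lipid droplets at 500-530 nm and cells at 575-640 nm. Percent activity was relative to 20 uM Triacsin C.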
Lipid storage S3 cell count max – second read-out of Lipid storage S3, no call of its own (marks repeat the call); cell number change, %; measured here: cell count max response;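 cells counted by Cell Tracker Red CMTPX staining in the red channel; peak over a dose series mostly up to 46.1 µM; percent activity relative to internal control wells on each plate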
* = called active by the depositor; i = inactive; ? = inconclusive; nt = no result given. On the % scale 0 is the no-effect control and ±100 the full control effect; potency means the concentration at half of the fitted maximal effect. An excerpt; count on the stated rates, not on these rows.

Results follow in this order: Lipid storage S3, Lipid storage S3 cell count max
1	Cc1ccc(/C=N/NC(=O)CSc2nc3ccccc3c(=O)n2-c2ccccc2)s1
 : ?, nt
2	Cc1cccc(NC(=S)NCCCN2CCOCC2)c1
 : ?, nt
3	CCOCC(=O)Nc1cc(OC)c(Cl)cc1OC
 : ?, nt
4	CC(C)(C)c1ccc(OCc2ccc(C(=O)N/N=C/c3ccc(O)c(O)c3)cc2)cc1
 : ?, nt
5	COc1ccc(N(CC(=O)Nc2cc(OC)ccc2OC)S(=O)(=O)c2c(C)noc2C)cc1
 : ?, nt
6	S=C(NCCc1ccccc1)Nc1cccc2cnccc12
 : ?, nt
7	COc1ccc(/C=C/C(=O)c2ccccc2O)cc1CN1CCOCC1
 : i, 13
8	C/C(=N\NC(=O)CSc1nc(C)cc(C)n1)c1cccs1
 : ?, nt
9	Cc1ccc(C(=O)Nc2ccc(C(=O)O)cc2)cc1S(=O)(=O)Nc1cccc([N+](=O)[O-])c1
 : ?, nt
10	C=CCC1Cc2c(cccc2[N+](=O)[O-])C(CC=C)N1 (stereo not drawn)
 : ?, nt
11	COC(C(=O)N/N=C(\C)CC(=O)Nc1ccc(N(C)C)cc1)c1ccccc1 (stereo not drawn)
 : 4%, 18
12	Cc1c(C(=O)NN)[nH]c2ccc([N+](=O)[O-])cc12
 : 8%, 25
13	Cc1cccc(SCc2noc(C(=O)NCC3CCCO3)c2C(=O)O)c1 (stereo not drawn)
 : 15%, -3
14	CCC(C)N=C1SCC(C)(/C=N/O)S1 (stereo not drawn)
 : i, 7
15	CCOCCn1c(SCCc2ccccc2)nc2c1c(=O)[nH]c(=O)n2C
 : ?, nt
16	COc1ccc(CCNS(=O)(=O)c2c(C)nc3scc(C)n3c2=O)cc1OC
 : -8%, 26
17	CCC(=O)N1CCN=C1SCc1ccc(Cl)cc1
 : ?, nt
18	O=C1OC(c2ccccc2)/C(=C(/O)c2ccccc2)C1=O (stereo not drawn)
 : i, nt
19	COc1ccc(C(=O)COC(=O)/C=C/c2ccccc2)cc1
 : ?, nt
20	O=C(NC1CCS(=O)(=O)C1)C12CC3CC(CC(C3)C1)C2 (stereo not drawn)
 : ?, nt
21	OC(c1ccccc1)(C1CCCCC1)C(CN1CCOCC1)c1ccccc1 (stereo not drawn)
 : ?, nt
22	O=C(CC1(O)C(=O)Nc2ccc(Br)cc21)c1ccc2c(c1)OCO2 (stereo not drawn)
 : 9%, 2
23	O=C(Nc1cccnc1Cl)C1=NN(c2ccccc2)C(=O)CC1
 : i, 22
24	CC(OC(=O)Cc1c[nH]c2ccccc12)C(=O)NC1(C#N)CCCCC1 (stereo not drawn)
 : ?, nt
25	COc1ccccc1NC(=O)NC1(C(=O)N2CCOCC2)CCCCC1
 : ?, nt
26	O=C(Nc1ccc(CN2CCOCC2)cc1)c1cc(Cl)ccc1Cl
 : ?, nt
27	Cc1cc(C)nc(NS(=O)(=O)c2ccc(NC(=O)C3COc4ccccc4O3)cc2)n1 (stereo not drawn)
 : -8%, -9
28	CC(=O)Nc1cccc(C(=O)/C=C/c2ccc(Br)cc2)c1
 : ?, nt
29	Cc1ccc(NS(=O)(=O)c2cc(C(=O)N3CCOCC3)ccc2C)cc1C
 : ?, nt
30	COc1ccc(CCNC(=O)COC(=O)/C=C/c2ccc(OCC#N)c(OC)c2)cc1
 : 10%, 8

Further records follow.
Results follow in this order: Lipid storage S3, Lipid storage S3 cell count max
31	N/C(COc1cccc(Cl)c1)=N\NS(=O)(=O)c1ccccc1
 : 6%, 0
32	COc1ccc(CN(Cc2ccccn2)C(=O)CN2C(=O)COc3ccccc32)cc1
 : 16%, -12
33	Cc1ccnc(NS(=O)(=O)c2ccc(NS(=O)(=O)c3ccc([N+](=O)[O-])cc3)cc2)n1
 : ?, nt
34	COc1ccc(C)cc1NC(=O)CN1c2cccc3cccc(c23)S1(=O)=O
 : ?, nt
35	COc1ccc(NC(=O)CSCCc2ccccn2)cc1OC
 : -3%, 4
36	Cc1ccc(C)c(S(=O)(=O)C(C#N)c2nc3ccccc3nc2N2CCOCC2)c1 (stereo not drawn)
 : ?, nt
37	O=c1c2ccccc2[nH]c(=S)n1Cc1ccccc1
 : -27%, 0
38	Cc1ccc(NC(=O)CCCCCNS(=O)(=O)c2ccc(C)cc2)cc1
 : 1%, 7
39	COc1ccccc1NC(=O)C1CCCN(c2cnccn2)C1 (stereo not drawn)
 : i, 17
40	CCOc1ccccc1C(=O)NN1CCOCC1
 : i, -24
41	CC(=NCCCn1ccnc1)C1=C(O)c2ccccc2C1=O
 : -11%, -16
42	COC(=O)c1ccc(NC(=O)CSc2nn3c(=O)c(C)nnc3s2)cc1
 : -2%, -18
43	O=C(O)CC/C(=C\c1cc([N+](=O)[O-])ccc1Cl)c1nc2ccccc2s1
 : ?, nt
44	Cc1ccccc1-c1noc(-c2ccccc2C(=O)O)n1
 : 0%, -10
45	CC1(C)C(=O)OC(c2cc(Br)ccc2O)C(C)(C)C1=O (stereo not drawn)
 : ?, nt
46	CC(C)(C)NC(=O)NC(=O)CN1CCCc2ccccc21
 : -1%, -16
47	Cc1cc(C(=O)NN=C(Cc2ccccc2)Cc2ccccc2)c(C)o1
 : ?, nt
48	O=C(Nc1ccc(O)c2c(=O)cc(-c3cccc(Cl)c3)oc12)c1ccc(F)cc1
 : 4%, -4
49	COc1ccccc1C(CNC(=O)CCNC(=O)c1ccccc1Cl)N1CCCC1 (stereo not drawn)
 : ?, nt
50	CCn1c(=O)c2cc(C(=O)N3CCOCC3)sc2c2ccccc21
 : ?, nt
51	COc1ccccc1C(c1nnnn1C1CCCC1)N1CCN2CCCC2C1 (stereo not drawn)
 : 7%, 2
52	O=C(Cn1cnc2sc3c(c2c1=O)CCCC3)NCC(=O)Nc1c(F)cc(F)cc1Br
 : ?, nt
53	O=C(CSc1nnc(SCc2ccc(Cl)cc2)s1)c1ccc2c(c1)OCO2
 : ?, nt
54	Cc1cc(-c2ccc3ccccc3c2)n2ncnc2n1
 : ?, nt
55	CCOc1c(OC)cccc1C1CC(=O)Nc2cc3c(cc21)OCCO3 (stereo not drawn)
 : ?, nt
56	COc1ccc2nc(NC(=O)CN3C(=O)NC4(CCCC4)C3=O)sc2c1
 : ?, nt
57	O=C1CCCN1CN(C(=O)c1ccc2c(c1)OCO2)c1ccc(F)cc1
 : -4%, -13
58	CCOCCCNC(=O)C1c2ccccc2C(=O)N2CCc3ccccc3C12 (stereo not drawn)
 : 3%, -7
59	COc1ccc(CNC(=O)[C@H](C)N2C(=O)N3CCc4c([nH]c5ccc(OC)cc45)[C@@]3(C)C2=O)cc1
 : ?, nt
60	CC(C)N=C(NS(=O)(=O)c1cccs1)c1ccccc1
 : ?, nt

Remaining list, next part
Results follow in this order: Lipid storage S3, Lipid storage S3 cell count max
61	CCOCCCNC(=O)C(c1ccc(C)cc1)N(Cc1cccs1)C(=O)CNC(C)=O (stereo not drawn)
 : 0%, 0
62	CC(OC(=O)c1cccc(S(=O)(=O)N2CCN(C)CC2)c1)C(=O)Nc1ccc(C(N)=O)cc1 (stereo not drawn)
 : ?, nt
63	CN(CC(=O)Nc1cccc(F)c1)C(=O)c1cc2c(s1)CCCCC2
 : ?, nt
64	Cc1ccc(Cl)cc1C1=CC(=O)C[C@H](c2ccc(F)cc2)C1
 : 0%, 0
65	COc1ccc(NN=Nc2ccc([N+](=O)[O-])cc2)cc1
 : -10%, -3
66	CC1(C)NC(=O)N(CCSc2ccc(Cl)cc2)C1=O
 : 9%, -3
67	Cc1cc(-c2ccccc2)nc(Cl)c1C#N
 : 9%, 2
68	COc1ccc(Cl)cc1NC(=O)COC(=O)c1ccc(Cl)nc1
 : ?, nt
69	CN(CC(=O)Nc1ccccc1C(F)(F)F)Cc1c(O)ccc2ccccc12
 : ?, nt
70	O=C(CNc1ccccc1N1CCCC1=O)Nc1cc(C(F)(F)F)ccc1-n1cncn1
 : ?, nt
71	O=C(NCCc1cccc(Cl)c1)c1ccc(OC2CCN(Cc3ccccn3)CC2)cc1
 : ?, nt
72	Cc1ccc(NC(=O)C2CCN(S(=O)(=O)c3ccc4c(c3)NC(=O)C(C)S4)CC2)cc1C (stereo not drawn)
 : ?, nt
73	CCOc1cccc(Oc2ncccc2C(=O)/C(C#N)=C/N(C)C)c1
 : -11%, 2
74	Cc1ccc(OCc2n[nH]c(=S)n2-c2ccccc2)cc1C
 : -4%, -8
75	COc1ccc(Cc2nnn(CC(=O)O)n2)cc1
 : ?, nt
76	Cc1c(N(C(=O)CNC(=O)c2ccccc2)C2(C(=O)NC3CCCC3)CCCCC2)c(=O)n(-c2ccccc2)n1C
 : -6%, 3
77	CC(NC(=O)c1ccc(Cl)cc1)C1CC2CCC1C2 (stereo not drawn)
 : i, -25
78	C/C(=N\Nc1cc(N2CCOCC2)ncn1)c1ccc(O)cc1
 : ?, nt
79	Cc1cc(C)n2nc(Cc3ccccc3)nc2n1
 : i, -10
80	Cc1ccc(S(=O)(=O)N2c3ccc(S(N)(=O)=O)cc3CC2C)cc1 (stereo not drawn)
 : 17%, -1
81	Cc1ccc(SCc2nc(-c3ccncc3)no2)cc1
 : ?, nt
82	CC(=O)N1CCN(C(=O)CCc2nc3ccccc3c(=O)[nH]2)CC1
 : ?, nt
83	C=CCN1CC(O)=C(c2nc3ccccc3[nH]2)C1=N
 : ?, nt
84	Cc1cc(C)cc(NC(=O)COC(=O)CCc2ccc(S(=O)(=O)N3CCOCC3)cc2)c1
 : 8%, -7
85	COc1cccc(/C=C/c2n[nH]c(=O)c(C#N)c2C)c1
 : ?, nt
86	CCOC(=O)c1sc(=S)n(-c2ccccc2)c1NC(C)=O
 : -19%, -2
87	COc1ccc(-c2noc(-c3ccccc3C(=O)Nc3cccc(OC)c3)n2)cc1
 : 14%, 2
88	COc1ccc(C2CC(=O)c3c([nH]c(C(=O)OC(C)C)c3C)C2)cc1OC (stereo not drawn)
 : -12%, 7
89	CC(C)C(=O)N1CCC(Cc2ccccc2)CC1
 : 2%, -6
90	COc1ccc(NC(=O)CCNC(=O)C2CCN(S(=O)(=O)c3ccc(OC)cc3)CC2)cc1
 : 11%, nt

Compound profiles, as listed above. Order of values: Lipid storage S3	Lipid storage S3 cell count max
CC1(C)NC(=O)N(CCSc2ccc(Cl)cc2)C1=O is listed as 9%	-3
COc1cccc(/C=C/c2n[nH]c(=O)c(C#N)c2C)c1 is listed as ?	nt

New compounds follow
Results follow in this order: Lipid storage S3, Lipid storage S3 cell count max
91	COC(=O)C1CCN(C(=O)Nc2ccccc2)CC1
 : ?, nt
92	O=C(Nc1cccc(F)c1)Nc1cccc(Cl)c1
 : ?, nt
93	CC(NS(=O)(=O)c1ccc2c(c1)OCCO2)c1ccccc1 (stereo not drawn)
 : i, nt
94	COCCCN(C(=O)c1ccco1)c1nc(-c2ccc(OC)cc2)cs1
 : ?, nt
95	Cc1ccc(/C=N/NC(=O)CSc2nc3ccccc3s2)o1
 : ?, nt
96	Clc1ccc(C2[C@H]3CN(Cc4ccc(-c5ccccc5)cc4)[C@H](c4ccccc4)C34CC2(c2ccccc2)C4)cn1 (stereo partly drawn)
 : 9%, 20
97	COc1ccc(C(CNC(=O)c2ccc(C)o2)N2CCOCC2)cc1 (stereo not drawn)
 : ?, nt
98	Cc1cccc(C)c1NS(=O)(=O)c1ccc(-c2ccc(=O)[nH]n2)o1
 : 16µM*, -22*
99	COC(=O)c1ccc(/C=N\N2CCN(c3ccccc3)CC2)cc1
 : i, 23
100	Cc1cc(C)c(S(=O)(=O)N2CCCC(C(=O)NCc3ccncc3)C2)c(C)c1 (stereo not drawn)
 : ?, nt
101	O=c1oc2c(O)cccc2cc1-c1nc2ccccc2[nH]1
 : ?, nt
102	COc1ccc(S(=O)(=O)N2CCN(C(=O)c3cc(-c4ccc(C)cc4)n[nH]3)CC2)cc1
 : ?, nt
103	O=C(N/N=C/C1CC=CCC1)c1cc2ccccc2cc1O (stereo not drawn)
 : ?, nt
104	CSCCC(C(=O)NC1=NCCS1)N1C(=O)c2ccccc2C1=O (stereo not drawn)
 : ?, nt
105	O=C(O)C1=NN(c2c(F)c(F)cc(F)c2F)C(=O)CC1
 : 13%, nt
106	CCOc1ccc(NC(=S)N/N=C(\C)Cc2ccc(OC)cc2)cc1
 : ?, nt
107	c1ccc2c(-c3[nH]ncc3CNCCCn3ncc4ccccc43)cccc2c1
 : ?, nt
108	CCCCC1NC(=S)N(C2CCCCC2)C1=O (stereo not drawn)
 : ?, nt
109	O=C(/C=C/Nc1ccc(F)cc1Br)c1ccccc1
 : ?, nt
110	Cc1cccc(NC(=O)CCNC(=O)c2ccccc2Cl)n1
 : 12%, nt
111	CC(=O)N1c2ccc(S(=O)(=O)N3CCC(C(=O)N4CCN(c5ccccc5)CC4)CC3)cc2CC1C (stereo not drawn)
 : 21%, nt
112	O=C(NCC1COc2ccccc2O1)C1CCCN(S(=O)(=O)c2cccc3nsnc23)C1 (stereo not drawn)
 : 1%, -5
113	Cc1ccc(NC(=O)CCN2C(=O)c3ccccc3Sc3ncccc32)cc1
 : ?, nt
114	S=c1[nH]nc(-c2cc(-c3ccccc3)n[nH]2)n1/N=C/c1ccc(Cl)cc1
 : i, nt

Part of the list above in order of count of non-hydrogen atoms, descending:
Results follow in this order: Lipid storage S3, Lipid storage S3 cell count max
113	Cc1ccc(NC(=O)CCN2C(=O)c3ccccc3Sc3ncccc32)cc1
 : ?, nt
106	CCOc1ccc(NC(=S)N/N=C(\C)Cc2ccc(OC)cc2)cc1
 : ?, nt
80	Cc1ccc(S(=O)(=O)N2c3ccc(S(N)(=O)=O)cc3CC2C)cc1 (stereo not drawn)
 : 17%, -1
35	COc1ccc(NC(=O)CSCCc2ccccn2)cc1OC
 : -3%, 4
60	CC(C)N=C(NS(=O)(=O)c1cccs1)c1ccccc1
 : ?, nt
12	Cc1c(C(=O)NN)[nH]c2ccc([N+](=O)[O-])cc12
 : 8%, 25
